High-throughput results as filed in PubChem.
GASC1 inh = blocks human GASC-1 (KDM4C) demethylase activity. Q9H3R0. GST-KDM4C 2-372, H3K9me3 peptide, LANCE TR-FRET. inhibition, % at 12.5 µM. hit rate 0.15% among 96,000. AID 720574;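 active means mean replicate inhibition above about 25%, with at least 55% of replicates also reaching it, limit read from the data, passing the limit was not always enough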
Target sequence (Q9H3R0 2-372 limits assumed): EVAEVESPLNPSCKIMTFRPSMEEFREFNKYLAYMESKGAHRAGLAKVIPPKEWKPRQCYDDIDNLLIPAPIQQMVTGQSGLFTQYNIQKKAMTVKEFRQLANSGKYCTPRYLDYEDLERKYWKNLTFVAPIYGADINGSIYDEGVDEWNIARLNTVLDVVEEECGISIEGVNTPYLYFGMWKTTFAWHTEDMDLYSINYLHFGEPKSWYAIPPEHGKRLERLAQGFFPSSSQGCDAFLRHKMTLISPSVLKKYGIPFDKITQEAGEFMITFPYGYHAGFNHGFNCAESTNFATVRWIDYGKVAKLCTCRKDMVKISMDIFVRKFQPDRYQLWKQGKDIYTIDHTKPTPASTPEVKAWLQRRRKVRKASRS
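Assay system: GST-GASC-1 enzyme fragment 2-372 | Amount: 10 nM enzyme | Medium: HEPES buffer, pH 7.5, plus ascorbate | Reagent: H3K9me3 peptide substrate, Fe(II), 2-oxoglutarate | Doses: Single-point compound screen | Incubation: 30 min demethylation and 1 h detection at room temperature | Measured by: LANCE TR-FRET, excitation 340 nm, emissions 618 and 671 nm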
C diff HTS = C. difficile growth inhibition; AID 1259249; hit rate 0.25% among 86,000; growth activity, negative = inhibition, % at 16 µg/mL (by protocol); Clostridium difficile clinical isolate growth, OD600, 24 h; stronger effect = lower value;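 active means mean growth activity at or below -80% and every replicate also at or below -80%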;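 further: 0% = DMSO wells and -100% = levofloxacin 16 µg/mL wells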
Tcruzi prolif = T. cruzi proliferation inhibition | hit rate 5.9% among 77,000 | AID 624255 | T. cruzi beta-gal in NIH3T3, GalScreen luminescence, 90 h | inhibition, % at 8.34 µM;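 active means mean inhibition above about 93%, with at least 55% of replicates each passing it, limit read from the data, passing the limit was not always enough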
Pf Dd2 inh = P. falciparum Dd2 growth inhibition. SYBR Green, 72 h; stronger effect = lower value. activity change, % at 10 µM. hit rate 2.3% among 94,000. AID 1159554; in the data active means activity change below about -80%
Starred values were filed as active, the others as inactive; / = no result given; & = joins results of further samples.

SMILES | GASC1 inh | C diff HTS | Tcruzi prolif | Pf Dd2 inh
C[C@H]1CN([C@@H](C)CO)C(=O)c2cc(-c3cccc(F)c3)cnc2O[C@H]1CN(C)Cc1ccccc1 | 2.0 | 6 | 66 | 29
CO[C@H]1CN(C)C(=O)c2ccc(NC(=O)Nc3c(C)noc3C)cc2OC[C@@H](C)N(C)C[C@@H]1C | 1.1 | / | -11 | 30
C[C@H](CO)N1C[C@H](C)[C@@H](CN(C)Cc2ccc(F)cc2)Oc2cc(C#CCN(C)C)ccc2S1(=O)=O | 0.2 | 2 | 91 | -71
C[C@@H]1CN([C@H](C)CO)C(=O)c2cc(NC(=O)Cc3ccccc3)ccc2O[C@@H](C)CCCCO[C@H]1CN(C)Cc1ccncc1 | 0.5 | -2 | 24 | -4
N#C[C@@H]1[C@H](c2ccccc2/C=C/c2ccccc2)[C@H](CO)N1S(=O)(=O)c1ccccc1 | -1.3 | -5 | / | -60
C[C@@H]1CN([C@@H](C)CO)S(=O)(=O)c2ccc(C3=CCCCC3)cc2O[C@H]1CN(C)Cc1cccc(C(=O)O)c1 | -0.3 | -9 | 2 | -32
O=C(c1cccc(F)c1)N1CC2(C1)[C@@H](c1ccccc1)[C@@H](CO)N2C(=O)C1CCC1 | 0.1 | -1 | / | 19
O=C(C1CCOCC1)N1C[C@@H]2[C@H](c3ccccc31)[C@H](CO)N2C(=O)Cc1ccccc1 | -3.3 | -2 | 8 | 19
CNC(=O)C[C@H]1CC[C@@H]2[C@@H](COc3ccc(NC(=O)c4ccc(F)cc4)cc3C(=O)N2C)O1 | 1.3 | -3 | 35 | 18
C[C@@H](O)C#Cc1ccc2c(c1)O[C@H](CN(C)C(=O)c1ccncc1)[C@@H](C)CN([C@@H](C)CO)S2(=O)=O | / | 29 | -142 | -3
COc1ccc2c3c([nH]c2c1)[C@H](CO)N(C(=O)Nc1c(C)noc1C)CC31CN(CC2CC2)C1 | / | 13 | / | -9
O=C(C[C@@H]1CC[C@H]2[C@@H](COC[C@H](O)CN2Cc2cccc(-c3ccncc3)c2)O1)N1CCOCC1 | 1.2 | 6&-4 | 55 | 26
C[C@@H]1CN([C@H](C)CO)C(=O)c2cccc(NS(=O)(=O)c3ccc(F)cc3)c2O[C@H]1CN(C)S(=O)(=O)c1ccc(F)cc1 | -1.4 | -9 | -6 | 27
CC(C)C#Cc1cnc2c(c1)C(=O)N([C@H](C)CO)C[C@H](C)[C@H](CN(C)C(=O)Cc1ccncc1)O2 | / | 2 | 72 | -55
CN(C)CCCNC(=O)C[C@@H]1CC[C@@H]2[C@H](COC[C@@H](O)CN2S(=O)(=O)c2ccc(Cl)cc2)O1 | 3.3 | 10&3 | -39 | 12
O=C(C[C@@H]1CC[C@@H]2[C@H](COC[C@H](O)CN2C(=O)C2CCCC2)O1)NCc1ccncc1 | 1.3 | / | -41 | -10
CO[C@H]1CN(C)C(=O)c2ccc(NC(=O)c3ccccc3F)cc2OC[C@@H](C)N(C)C[C@@H]1C | 1.7 | 1 | 7 | 2
Cn1cnc(S(=O)(=O)N2C[C@@H](O)COC[C@@H]3O[C@@H](CC(=O)NC4CCCC4)CC[C@H]32)c1 | -0.3 | 1 | -33 | 5
C[C@H](CO)N1C[C@H](C)[C@@H](CN(C)C(=O)NC2CCCC2)Oc2ncc(-c3ccc(F)cc3)cc2C1=O | -1.2 | 2 | -30 | -10
C[C@H](CO)N1C[C@H](C)[C@@H](CN(C)Cc2ccc(C(=O)O)cc2)Oc2ccc(NC(=O)CCCN(C)C)cc2C1=O | -0.1 | -3 | 42 | 1

4 compounds drawn at random from the list so far:
SMILES | GASC1 inh | C diff HTS | Tcruzi prolif | Pf Dd2 inh
O=C(C[C@@H]1CC[C@H]2[C@@H](COC[C@H](O)CN2Cc2cccc(-c3ccncc3)c2)O1)N1CCOCC1 | 1.2 | 6&-4 | 55 | 26
O=C(C[C@@H]1CC[C@@H]2[C@H](COC[C@H](O)CN2C(=O)C2CCCC2)O1)NCc1ccncc1 | 1.3 | / | -41 | -10
CNC(=O)C[C@H]1CC[C@@H]2[C@@H](COc3ccc(NC(=O)c4ccc(F)cc4)cc3C(=O)N2C)O1 | 1.3 | -3 | 35 | 18
CO[C@H]1CN(C)C(=O)c2ccc(NC(=O)c3ccccc3F)cc2OC[C@@H](C)N(C)C[C@@H]1C | 1.7 | 1 | 7 | 2

The list goes on.
SMILES | GASC1 inh | C diff HTS | Tcruzi prolif | Pf Dd2 inh
O=C(NC1CCC1)[C@@H]1[C@@H](CO)[C@@H]2Cn3c(ccc(-c4ccc(F)cc4)c3=O)[C@H]1N2 | -0.2 | 0 | 10 | /
C[C@H]1CN([C@@H](C)CO)C(=O)c2cc(-c3ccccc3F)cnc2O[C@@H]1CN(C)Cc1cccc(F)c1 | / | 2 | / | -40
CO[C@H](CN(C)C(=O)Nc1ccc(Cl)cc1)[C@H](C)CN(Cc1ccccc1Cl)[C@@H](C)CO | -0.9 | / | 114* | -51
C[C@@H]1CN([C@H](C)CO)C(=O)Cc2cc(NC(=O)C3CC3)ccc2O[C@@H]1CN(C)C(=O)Nc1ccccc1 | 0.8 | 1 | / | 19
NCC[C@@H]1CC[C@H](NC(=O)C2CC2)[C@@H](CO)O1 | 0.5 | 0 | / | 49
COc1ccccc1-c1ccccc1[C@H]1[C@@H](CO)N(C(=O)C2CC2)[C@H]1C#N | 0.4 | -4 | / | 1
COc1ccc(NC(=O)Nc2cccc3c2O[C@H](CN(C)S(=O)(=O)c2ccc(C)cc2)[C@@H](C)CN([C@H](C)CO)C3=O)cc1 | -0.7 | -2 | 63 | -42
COc1ccccc1-c1ccc2c(c1)O[C@H](CN(C)C(=O)c1cccnc1)[C@@H](C)CN([C@H](C)CO)S2(=O)=O | -2.6 | -2 | / | 34
Cc1ccc(S(=O)(=O)N(C)C[C@@H]2OCCCC[C@@H](C)Oc3ccc(N(C)C)cc3C(=O)N([C@H](C)CO)C[C@H]2C)cc1 | -0.4 | -4 | 50 | -16
CN1C(=O)c2cc(NC(=O)NC3CCCC3)ccc2OC[C@H]2O[C@@H](CC(=O)NC3CCC3)CC[C@H]21 | 0.6 | -1 | 19 | 5
COc1ccccc1-c1cn(CC[C@H]2CC[C@H](NC(=O)C3CC3)[C@@H](CO)O2)nn1 | 1.9 | 4 | / | -5
COCC(=O)N1[C@H](CO)[C@@H]2c3ccccc3N(C(=O)c3ccccc3)C[C@@H]21 | 2.0 | 2 | 48 | -2
CCC(=O)N1CC2(C1)CN(C(=O)CN1CCOCC1)[C@H](CO)c1[nH]c3cc(OC)ccc3c12 | 0.5 | 11 | / | 51
Cc1cc(C(=O)Nc2cccc3c2O[C@@H](CN(C)Cc2ccncc2)[C@H](C)CN([C@H](C)CO)C3=O)n(C)n1 | -0.3 | 2 | 0 | 3
O=C(Cc1ccncc1)NCC[C@@H]1CC[C@H](NC(=O)C2CCOCC2)[C@@H](CO)O1 | 0.3 | 0 | -7 | 11
COc1ccc(NC(=O)N(C)C[C@H]2OCCCC[C@H](C)Oc3ccc(NC(=O)CCCN(C)C)cc3C(=O)N([C@@H](C)CO)C[C@H]2C)cc1 | 4.8 | -5 | -42 | 34
CC(=O)N1[C@H](CO)[C@@H](c2ccc(-c3ccccc3)cc2)[C@@H]1CNC(=O)C1CC1 | 0.4 | -12 | -3 | -7
Cc1ccc(S(=O)(=O)N[C@@H]2CC[C@@H](CCn3cc(-c4ccccc4F)nn3)O[C@@H]2CO)cc1 | 0.9 | 0 | / | -21
CC(=O)N1CCCCN2[C@H](CO)[C@H](c3ccc(C#Cc4ccccc4F)cc3)[C@H]2C1 | -1.5 | -10 | 31 | -25
CCCN(C)C[C@@H]1OCCCC[C@@H](C)Oc2ccc(NS(=O)(=O)c3c(C)noc3C)cc2C(=O)N([C@@H](C)CO)C[C@@H]1C | -0.8 | 7 | 19 | -61

Record cards, from the list above. Order of values: GASC1 inh | C diff HTS | Tcruzi prolif | Pf Dd2 inh
`COc1ccc(NC(=O)N(C)C[C@H]2OCCCC[C@H](C)Oc3ccc(NC(=O)CCCN(C)C)cc3C(=O)N([C@@H](C)CO)C[C@H]2C)cc1` is entered as 4.8 | -5 | -42 | 34
`COc1ccccc1-c1ccc2c(c1)O[C@H](CN(C)C(=O)c1cccnc1)[C@@H](C)CN([C@H](C)CO)S2(=O)=O` is entered as -2.6 | -2 | / | 34

(more compounds)
Values run as follows: GASC1 inh | C diff HTS | Tcruzi prolif | Pf Dd2 inh
> Cc1noc(C)c1S(=O)(=O)N(C)C[C@H]1Oc2c(NS(=O)(=O)c3cn(C)cn3)cccc2C(=O)N([C@H](C)CO)C[C@@H]1C
 : -0.4 | -2 | -4 | 19
> COc1cccc(CN2[C@H](CO)[C@@H](c3ccccc3)C23CN(C(=O)C2CCOCC2)C3)c1
 : 0.5 | -5 | / | 7
> Cc1ccc(S(=O)(=O)N(C)C[C@H]2Oc3c(NC(=O)Nc4ccc5c(c4)OCO5)cccc3C(=O)N([C@H](C)CO)C[C@H]2C)cc1
 : -1.9 | -8 | 24 | -42
> O=C(Cc1cccnc1)N1CC(=O)N2[C@H](CO)[C@@H](c3ccc(C4=CCCC4)cc3)[C@@H]2C1
 : 1.0 | 3 | / | 3
> O=C(C1CCCCC1)N1CC[C@@H]2[C@H]1c1cc(Br)ccc1N[C@@H]2CO
 : -12 | 4 | 58 | 20
> CO[C@@H]1CN(C)C(=O)c2ccc(NC(=O)C3CCCCC3)cc2OC[C@@H](C)N(C(=O)Nc2ccc(C(F)(F)F)cc2)C[C@H]1C
 : -1.3 | / | 57 | -63
> COc1ccccc1-c1ccc2c(c1)[C@H]1[C@H](CCN1S(=O)(=O)c1cccc(F)c1)[C@@H](CO)N2
 : -3.6 | 8 | 5 | 3
> COc1ccc(NC(=O)N(C)C[C@@H]2OCCCC[C@H](C)Oc3ccc(NC(=O)Nc4cccc5ccccc45)cc3C(=O)N([C@@H](C)CO)C[C@H]2C)cc1
 : -2.1 | 0 | -41 | 12
> CN(C)C(=O)C[C@H]1C[C@@H]2c3cc(NC(=O)Nc4ccccc4F)ccc3O[C@@H]2[C@@H](CO)O1
 : 1.9 | 2 | 4 | 3
> O=C(C1CCC1)N1CC(=O)N2[C@H](C1)[C@@H](c1ccc(C#Cc3cccc(F)c3)cc1)[C@@H]2CO
 : -0.7 | 0 | / | -27
> C[C@@H]1CN([C@@H](C)CO)S(=O)(=O)c2ccc(Br)cc2O[C@H]1CN(C)CC1CCCC1
 : -2.3 | 2 | 81 | -55
> COc1cccc(S(=O)(=O)N2CC3(CN(C(=O)Nc4ccc(F)cc4)[C@H](CO)c4[nH]c5cc(OC)ccc5c43)C2)c1
 : 0.1 | -3 | / | -14
> C[C@@H]1CN([C@H](C)CO)C(=O)Cc2cc(NC(=O)c3ccncc3)ccc2O[C@@H]1CN(C)S(C)(=O)=O
 : 0.3 | -3 | -9 | 4
> O=C(C[C@@H]1CC[C@H](NC(=O)c2ccncc2)[C@@H](CO)O1)NCC1CCCCC1
 : -1.1 | / | 20 | -2
> C[C@@H]1CN([C@H](C)CO)S(=O)(=O)c2ccc(C3=CCCC3)cc2O[C@H]1CN(C)C(=O)c1ccncc1
 : 1.9 | 2 | 71 | -10
> COc1ccc(S(=O)(=O)N(C)C[C@H]2Oc3ccc(NS(=O)(=O)c4ccc(C)cc4)cc3CC(=O)N([C@H](C)CO)C[C@H]2C)cc1
 : -0.1 | 6 | 75 | -42
> O=C(C[C@H]1C=C[C@@H](NC(=O)Nc2ccccc2F)[C@H](CO)O1)NCc1ccccc1
 : 4.3 | 3 | / | 3
> O=C(C1CCC1)N1CC(=O)N2[C@H](C1)[C@@H](c1ccc(-c3ccccc3F)cc1)[C@@H]2CO
 : 2.2 | -3 | / | -28
> COc1ccc(S(=O)(=O)N(C)C[C@H]2Oc3c(NC(=O)Nc4cccc5ccccc45)cccc3C(=O)N([C@@H](C)CO)C[C@@H]2C)cc1
 : -0.4 | 10 | 100* | -40
> CO[C@H]1CN(C)C(=O)c2cc(NC(=O)C3CCOCC3)ccc2OC[C@@H](C)N(Cc2nccs2)C[C@@H]1C
 : 0.2 | / | -86 | -35
> C[C@@H]1CN([C@H](C)CO)C(=O)c2cc(NC(=O)C3CCCCC3)ccc2O[C@@H](C)CCCCO[C@@H]1CN(C)Cc1ccncc1
 : 2.9 | -3 | 105* | -22
> COCCNC(=O)C[C@@H]1C=C[C@@H](NS(=O)(=O)c2ccc(C)cc2)[C@@H](CO)O1
 : -0.6 | -4 | / | -5
> Cc1noc(C)c1NC(=O)Nc1ccc2c(c1)CC(=O)N([C@@H](C)CO)C[C@H](C)[C@H](CN(C)Cc1ccc(C(=O)O)cc1)O2
 : -0.8 | -3 | -22 | 13
> CNC[C@H]1Oc2ccc(N)cc2C(=O)N([C@H](C)CO)C[C@@H]1C
 : / | 1 | 48 | 4
> O=C(C[C@@H]1C=C[C@@H](NS(=O)(=O)c2ccc(F)cc2)[C@H](CO)O1)NCc1ccccc1F
 : 1.1 | -3 | / | -2
> Cc1ccc(S(=O)(=O)Nc2cccc3c2O[C@H](CN(C)Cc2ccc(Cl)c(Cl)c2)[C@@H](C)CN([C@H](C)CO)C3=O)cc1
 : 0.3 | 24 | 41 | -36
